GPR55 LPI antagonism = GPR55 antagonists blocking LPI-driven arrestin recruitment, primary screen, imaging, U2OS, beta-arrestin-GFP, LPI agonist (AID 2013); G-protein coupled receptor 55 (Homo sapiens); U2OS GPR55 beta-arrestin-GFP translocation imaging, LPI antagonism; higher % means a stronger effect; inhibition, % at 10 µM, or IC50 in µM where a hit was titrated; actives 0.13% (n = 290,000);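 active = spots per cell inhibited over 60%, with over 100 cells counted and total cytoplasm intensity under 500,000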;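 also: U2OS cells stably carrying GPR55 and arrestin-GFP stimulated by 5 µM LPI near EC80; imaged beta-arrestin-GFP aggregate spots per cell after agonist stimulation; plate controls were LPI-stimulated DMSO wells for no effect and DMSO wells without LPI for full effect; some results filed as inactive read as strong as hits; confirmed hits need IC50 under 10 µM and bright autofluorescent wells are also inconclusive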
KOR beta-arrestin-1 = KOR agonists, beta-arrestin recruitment, primary screen, cell-based, luminescence, uHTS (AID 1777). Kappa-type opioid receptor (Homo sapiens). KOR beta-arrestin recruitment, luminescence; higher % means a stronger effect. one-dose activation, % at 10 µM; EC50 in µM for titrated hits. actives 0.02% (n = 280,000); in the data active = activation above about 50%, passing the limit was not always enough; also: a part of the inactive calls stands beside numbers as strong as those of hits
KOR beta-arrestin-2 = KOR antagonists, beta-arrestin recruitment, cell-based, luminescence, uHTS (AID 1778); Kappa-type opioid receptor (Homo sapiens); KOR beta-arrestin recruitment, luminescence, antagonist mode; higher % means a stronger effect; inhibition, % at 10 µM; hits with a dose series show IC50 in µM; actives 0.091% (n = 290,000); in the data active = inhibition above about 50%; also: strong numbers were not always called active
NTR1 agonist = agonists of NTR1, primary screen, imaging, U2OS cells, beta-arrestin-GFP, high content (AID 493036); Neurotensin receptor type 1 (Homo sapiens), P30989; NTR1-U2OS beta-arrestin-GFP spot imaging, agonist mode; activation, % at 20 µM; actives 0.17% (n = 330,000);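 active = activation at or above 40% of the spot to cytoplasm intensity ratio, with at least 20 cells analyzed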;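 also: 0% = DMSO without peptide and 100% = 100 nM NTR1 peptide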
Target sequence (P30989 whole entry, looked up): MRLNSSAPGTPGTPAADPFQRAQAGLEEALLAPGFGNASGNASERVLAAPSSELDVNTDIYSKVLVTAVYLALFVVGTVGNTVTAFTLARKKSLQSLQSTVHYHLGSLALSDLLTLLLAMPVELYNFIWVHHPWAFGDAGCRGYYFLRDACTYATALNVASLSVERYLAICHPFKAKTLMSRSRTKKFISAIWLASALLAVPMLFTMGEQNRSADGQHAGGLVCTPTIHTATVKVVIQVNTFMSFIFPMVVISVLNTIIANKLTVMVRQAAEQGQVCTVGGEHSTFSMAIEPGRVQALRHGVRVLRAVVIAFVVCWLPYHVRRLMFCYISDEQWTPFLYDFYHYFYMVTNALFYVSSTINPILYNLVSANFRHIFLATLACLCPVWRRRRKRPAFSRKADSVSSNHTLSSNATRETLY
West Nile virus CPE = West Nile virus antiviral activity, cell-based, CPE readout (AID 1621). West Nile virus-infected cells, CPE inhibition; higher % means a stronger effect. CPE inhibition, % at 10 µM, or IC50 in µM where a hit was titrated. actives 0.02% (n = 290,000); in the data active = a potency from the dose series; also: strong numbers were not always called active
GPR35 arrestin U2OS = GPR35 antagonists blocking zaprinast-driven arrestin recruitment, primary screen, imaging, U2OS, beta-arrestin-GFP, zaprinast agonist (AID 2058) | G-protein coupled receptor 35 (Homo sapiens) | U2OS GPR35 beta-arrestin-GFP translocation imaging, zaprinast antagonism; higher % means a stronger effect | inhibition, % at 10 µM, or IC50 in µM where a hit was titrated | actives 0.052% (n = 290,000);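 active = inhibition of at least 50% with at least 30 cells and total cytoplasm GFP at most 10,000,000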
GPR55 activation = GPR55 agonists via beta-arrestin recruitment, primary screen, imaging, U2OS cells, beta-arrestin-GFP redistribution (AID 1961); G-protein coupled receptor 55 (Homo sapiens); U2OS GPR55 beta-arrestin-GFP redistribution imaging; higher % means a stronger effect; one-dose activation, % at 10 µM; EC50 in µM for titrated hits; actives 0.048% (n = 290,000);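 active = activation above 40% with more than 50 cells counted in the well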;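 also: U2OS osteosarcoma cells stably expressing GPR55 and beta-arrestin-GFP; plate controls were DMSO negative control for no effect and LPI positive control for full effect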
T cell HTS = modulators of CD8 T cell-vesicle binding, primary screen, mouse 2C CD8+ T cells, flow cytometry; 2C CD8+ T cell-vesicle binding; stronger effect = lower value; calls only at 7 µM; actives 0.068% (n = 330,000);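 active = response, share of CD8 T cells binding vesicles, and their 90th percentile fluorescence all below set limits, cut at about 80% in these data, passing the limit was not always enough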
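Assay system – 2C mouse CD8+ T cells · Also added – QL9-loaded Drosophila micro-vesicles · Timing – Cell–vesicle co-incubation 1.5 h at 37 °C, staining 20 min on ice · Signal – flow cytometry of vesicle-bound cells · Measure – percent CD8+ FL2 mean versus row control · Controls – Peptide-free naked vesicles (low) and QL9 vesicles with 0.7% DMSO vehicle (high)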
PhoP inhibition = inhibitors of PhoP regulon expression, primary screen, Salmonella Typhimurium, GFP reporter (AID 1863) | S. Typhimurium PhoP-regulated promoter GFP reporter, 4 h; higher % means a stronger effect | inhibition, % at 50 µM; hits with a dose series show IC50 in µM | actives 0.16% (n = 300,000);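 active = inhibition over 29.93%, a cutoff 3 SD above the screen mean, later confirmed by dose response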;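 also: 0% = low Mg2+ inducing control and 100% = high Mg2+ repressing control; strong numbers were not always called active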
T cell HTS vesicle-bound % = also measured in T cell HTS; calls as there; double positive events, %; measured here: CD8+ vesicle-bound cell fraction;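 binding gate set so that unloaded-vesicle control wells show 10% double positive cells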
NTR1 agonist cell count 20 µM = second read-out of NTR1 agonist, no call of its own (marks repeat the call); cell count; measured here: cell count, cytotoxicity flag
Starred values were filed as active, the others as inactive; [ ] = another dose, or the depositor's remark.

Screening COC(=O)C1=CN(c2ccc(OC)cc2)C=C(C(=O)OC)C1c1ccc([N+](=O)[O-])cc1 returned GPR55 LPI antagonism 8%, KOR beta-arrestin-1 4.1%, KOR beta-arrestin-2 -6%, NTR1 agonist 1.8, West Nile virus CPE -0.6%, GPR35 arrestin U2OS -11%, GPR55 activation -0.1%, T cell HTS inactive, PhoP inhibition 9%, T cell HTS vesicle-bound % 73 and NTR1 agonist cell count 20 µM 73.
Screening O=C(NC1CCCCC1)c1ccc2c(c1)OCCO2 returned GPR55 LPI antagonism 2%, KOR beta-arrestin-1 -4.1%, KOR beta-arrestin-2 -25%, NTR1 agonist -2.6, West Nile virus CPE -0.2%, GPR35 arrestin U2OS -5%, GPR55 activation -0.2%, T cell HTS inactive, PhoP inhibition 7%, T cell HTS vesicle-bound % 38 and NTR1 agonist cell count 20 µM 68.
For Cc1ccc(NC(=O)CC(C)CC(=O)NCc2ccccc2)cc1Cl (stereo unspecified) the results were GPR55 LPI antagonism 8%, KOR beta-arrestin-1 -3.4%, KOR beta-arrestin-2 -18%, NTR1 agonist 3.1, West Nile virus CPE -1.3%, GPR35 arrestin U2OS 4%, GPR55 activation 0.4%, T cell HTS inactive, PhoP inhibition -2%, T cell HTS vesicle-bound % 67 and NTR1 agonist cell count 20 µM 65.
`CCN(C(=O)Cn1c(=O)oc2ccccc21)c1ccc(C)c(C)c1` gave GPR55 LPI antagonism 1%, KOR beta-arrestin-1 -3.1%, KOR beta-arrestin-2 -2%, NTR1 agonist -0.3, West Nile virus CPE -0.4%, GPR35 arrestin U2OS -2%, GPR55 activation 0.7%, T cell HTS inactive, PhoP inhibition -5%, T cell HTS vesicle-bound % 66 and NTR1 agonist cell count 20 µM 55.
`CCn1c(N2CCN(Cc3ccc([N+](=O)[O-])cc3)CC2)nc2ccccc21` gave GPR55 LPI antagonism -12%, KOR beta-arrestin-1 3.5%, KOR beta-arrestin-2 -30%, NTR1 agonist 2.1, West Nile virus CPE -1.4%, GPR35 arrestin U2OS -5%, GPR55 activation -0.1%, T cell HTS inactive, PhoP inhibition 2%, T cell HTS vesicle-bound % 56 and NTR1 agonist cell count 20 µM 75.
Screening Cc1cc(C)c2nc(C(F)(F)F)nc(NCCCN3CCCC3=O)c2c1 returned GPR55 LPI antagonism 6%, KOR beta-arrestin-1 -3.3%, KOR beta-arrestin-2 8%, NTR1 agonist 3.2, West Nile virus CPE -0.5%, GPR35 arrestin U2OS 1%, GPR55 activation 0.4%, T cell HTS inactive, PhoP inhibition -4%, T cell HTS vesicle-bound % 15 and NTR1 agonist cell count 20 µM 82.
COc1ccc(C2c3ccc4ccccc4c3Oc3ncn(CCN4CCOCC4)c(=N)c32)cc1OC (stereo unspecified) was read as GPR55 LPI antagonism 24%, KOR beta-arrestin-1 -1.2%, KOR beta-arrestin-2 -4%, NTR1 agonist 5.2, West Nile virus CPE 31µM*, GPR35 arrestin U2OS 2%, GPR55 activation -0.2%, T cell HTS inactive, PhoP inhibition 1%, T cell HTS vesicle-bound % 12 and NTR1 agonist cell count 20 µM 51.
`CCc1nnc(NC(=O)c2sc3nc4c(cc3c2N)CCCCCC4)s1` gave GPR55 LPI antagonism 3%, KOR beta-arrestin-1 0.0%, KOR beta-arrestin-2 10%, NTR1 agonist 8.7, West Nile virus CPE -0.8%, GPR35 arrestin U2OS -8%, GPR55 activation 0.6%, T cell HTS inactive, PhoP inhibition -18%, T cell HTS vesicle-bound % 45 and NTR1 agonist cell count 20 µM 71.
Screening O=C(NCCc1ccccc1Cl)C1CCC(=O)N(CC2CCCCC2)C1 (stereo unspecified) returned GPR55 LPI antagonism 1%, KOR beta-arrestin-1 5.9%, KOR beta-arrestin-2 -28%, NTR1 agonist -0.3, West Nile virus CPE 0.0%, GPR35 arrestin U2OS -3%, GPR55 activation -0.2%, T cell HTS inactive, PhoP inhibition 2%, T cell HTS vesicle-bound % 31 and NTR1 agonist cell count 20 µM 55.
For O=C1CC(c2ccccc2)CCc2sccc2N1 (stereo unspecified) the results were GPR55 LPI antagonism -9%, KOR beta-arrestin-1 2.8%, KOR beta-arrestin-2 17%, NTR1 agonist 1.4, West Nile virus CPE -0.4%, GPR35 arrestin U2OS -19%, GPR55 activation -0.1%, T cell HTS inactive, PhoP inhibition -1%, T cell HTS vesicle-bound % 35 and NTR1 agonist cell count 20 µM 63.
For O=S(=O)(N/N=C/c1ccccc1OCc1ccc(Cl)cc1)c1ccccc1 the results were GPR55 LPI antagonism 11%, KOR beta-arrestin-1 -2.2%, KOR beta-arrestin-2 -32%, NTR1 agonist 1.4, West Nile virus CPE -1.1%, GPR35 arrestin U2OS -10%, GPR55 activation 0.9%, T cell HTS inactive, PhoP inhibition 15%, T cell HTS vesicle-bound % 45 and NTR1 agonist cell count 20 µM 40.
For O=c1cc(-c2ccco2)nc(-c2cccs2)o1 the results were GPR55 LPI antagonism 9%, KOR beta-arrestin-1 6.4%, KOR beta-arrestin-2 1%, NTR1 agonist 1.4, West Nile virus CPE 0.3%, GPR35 arrestin U2OS -1%, GPR55 activation 0.2%, T cell HTS inactive, PhoP inhibition 28%, T cell HTS vesicle-bound % 18 and NTR1 agonist cell count 20 µM 42.
`CCOC(=O)C1CCCN(S(=O)(=O)c2cc(Br)cc3c2N(C(=O)C2CC2)CC3)C1` (stereo unspecified) gave GPR55 LPI antagonism -8%, KOR beta-arrestin-1 8.2%, KOR beta-arrestin-2 -6%, NTR1 agonist 3.4, West Nile virus CPE -0.7%, GPR35 arrestin U2OS -14%, GPR55 activation -0.1%, T cell HTS inactive, PhoP inhibition -9%, T cell HTS vesicle-bound % 47 and NTR1 agonist cell count 20 µM 81.
CC(=O)Nc1cccc(N(C(=O)C2COc3ccccc3O2)C(C(=O)NC2CCCCC2)c2cn(C)nc2C)c1 (stereo unspecified) was read as GPR55 LPI antagonism 4%, KOR beta-arrestin-2 -5%[20 µM], NTR1 agonist -0.5, West Nile virus CPE 0.3%, GPR35 arrestin U2OS 3%, GPR55 activation 0.6%, T cell HTS inactive, PhoP inhibition 8%, T cell HTS vesicle-bound % 44 and NTR1 agonist cell count 20 µM 44.
`CCOC(=O)C1CCCN(c2c(NCCCN(CC)c3ccccc3)c(=O)c2=O)C1` (stereo unspecified) gave GPR55 LPI antagonism 2%, KOR beta-arrestin-1 -3.8%, KOR beta-arrestin-2 6%, NTR1 agonist 0.0, West Nile virus CPE 0.9%, GPR35 arrestin U2OS -4%, GPR55 activation -0.4%, T cell HTS inactive, PhoP inhibition 1%, T cell HTS vesicle-bound % 26 and NTR1 agonist cell count 20 µM 81.
`Cc1onc(-c2ccccc2)c1C(=O)Nc1ccc(S(=O)(=O)NC2=NCCCCC2)cc1` gave GPR55 LPI antagonism 19%, KOR beta-arrestin-1 -1.3%, KOR beta-arrestin-2 19%, NTR1 agonist 2.0, West Nile virus CPE -0.7%, GPR35 arrestin U2OS 2%, GPR55 activation -0.1%, T cell HTS inactive, PhoP inhibition -5%, T cell HTS vesicle-bound % 30 and NTR1 agonist cell count 20 µM 79.
`COc1ccc(C2c3ccc(O)cc3Oc3ncn(CCN4CCOCC4)c(=N)c32)cc1` (stereo unspecified) gave GPR55 LPI antagonism 19%, KOR beta-arrestin-1 3.3%, KOR beta-arrestin-2 -16%, NTR1 agonist -0.7, West Nile virus CPE 0.5%, GPR35 arrestin U2OS -1%, GPR55 activation -0.1%, T cell HTS inactive, PhoP inhibition -12%, T cell HTS vesicle-bound % 60 and NTR1 agonist cell count 20 µM 47.
`CCOc1ccc2oc(-c3ccccc3)c(C(=O)O)c2c1` gave GPR55 LPI antagonism 4%, KOR beta-arrestin-1 -3.2%, KOR beta-arrestin-2 7%, NTR1 agonist 2.0, West Nile virus CPE 1.2%, GPR35 arrestin U2OS 18%, GPR55 activation -0.2%, T cell HTS inactive, PhoP inhibition -4%, T cell HTS vesicle-bound % 39 and NTR1 agonist cell count 20 µM 85.
Screening CC(C)(Oc1ccc(Cl)cc1)C(=O)N(Cc1ccccc1)c1ccccn1 returned GPR55 LPI antagonism 2%, KOR beta-arrestin-1 8.5%, KOR beta-arrestin-2 13%, NTR1 agonist 1.4, West Nile virus CPE -1.7%, GPR35 arrestin U2OS 5%, GPR55 activation -0.3%, T cell HTS inactive, PhoP inhibition -5%, T cell HTS vesicle-bound % 46 and NTR1 agonist cell count 20 µM 36.
Screening COc1ccc(CCNC(=O)C(=O)c2cn(CC(=O)N3CCOCC3)c3ccccc23)cc1OC returned GPR55 LPI antagonism 7%, KOR beta-arrestin-1 -0.7%, KOR beta-arrestin-2 17%, NTR1 agonist 1.8, West Nile virus CPE 0.2%, GPR35 arrestin U2OS 15%, GPR55 activation 0.2%, T cell HTS inactive, PhoP inhibition 9%, T cell HTS vesicle-bound % 49 and NTR1 agonist cell count 20 µM 57.

An excerpt from the list above:
`Cc1onc(-c2ccccc2)c1C(=O)Nc1ccc(S(=O)(=O)NC2=NCCCCC2)cc1` gave GPR55 LPI antagonism 19%, KOR beta-arrestin-1 -1.3%, KOR beta-arrestin-2 19%, NTR1 agonist 2.0, West Nile virus CPE -0.7%, GPR35 arrestin U2OS 2%, GPR55 activation -0.1%, T cell HTS inactive, PhoP inhibition -5%, T cell HTS vesicle-bound % 30 and NTR1 agonist cell count 20 µM 79.
`COc1ccc(C2c3ccc(O)cc3Oc3ncn(CCN4CCOCC4)c(=N)c32)cc1` (stereo unspecified) gave GPR55 LPI antagonism 19%, KOR beta-arrestin-1 3.3%, KOR beta-arrestin-2 -16%, NTR1 agonist -0.7, West Nile virus CPE 0.5%, GPR35 arrestin U2OS -1%, GPR55 activation -0.1%, T cell HTS inactive, PhoP inhibition -12%, T cell HTS vesicle-bound % 60 and NTR1 agonist cell count 20 µM 47.

Compound activity: PubChem BioAssay, several laboratories

Outcome played no part in choosing rows; about 0.62% have a hit in one of these screens.
